Screening data as filed in PubChem BioAssay.
PMI act hi M6P: increases human PMI activity with near-saturating mannose 6-phosphate; coupled PMI enzyme assay, resazurin fluorescence, 20 min; active compounds read high; 1 = untreated enzyme, 0 = substrate-free blank; activation factor at 20 µM; P34949; 190,000 compounds, 0.34% hits;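 active = activation factor of 2 or more at 20 µM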
Target sequence (P34949 whole entry, looked up): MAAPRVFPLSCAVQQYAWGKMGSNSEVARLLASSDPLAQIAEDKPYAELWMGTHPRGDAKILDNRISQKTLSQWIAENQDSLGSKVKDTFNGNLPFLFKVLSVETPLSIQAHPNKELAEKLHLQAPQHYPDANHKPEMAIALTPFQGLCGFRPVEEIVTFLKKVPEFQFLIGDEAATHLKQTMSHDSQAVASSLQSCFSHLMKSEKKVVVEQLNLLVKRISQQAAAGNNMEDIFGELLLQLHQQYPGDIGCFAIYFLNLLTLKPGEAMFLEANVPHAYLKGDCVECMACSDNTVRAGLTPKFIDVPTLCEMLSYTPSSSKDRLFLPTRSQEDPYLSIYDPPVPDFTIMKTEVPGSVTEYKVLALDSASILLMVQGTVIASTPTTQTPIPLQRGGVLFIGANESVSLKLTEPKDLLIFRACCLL
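Material: human phosphomannose isomerase with PGI, G6PDH, diaphorase coupling enzymes / Reagent: Man-6-P substrate 1.0 mM / Dosing: single compound dose of 20 µM, 1% DMSO final / Incubation: enzyme reaction with compound 20 min at room temperature / Signal: resorufin fluorescence (Ex 544/Em 590 nm) from resazurin via diaphorase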
PMI act: phosphomannose isomerase (human) activation | purified human PMI, coupled resazurin fluorescence, 20 min; active compounds read high; 1 = vehicle control, 0 substrate-free wells | activation factor at 20 µM | 190,000 compounds, 0.005% hits | AID 1214;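 active = activation factor of 2 or more at 20 µM, relative to plate controls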
L major viab: reduces viability of Leishmania major promastigotes. resazurin fluorescence viability. inhibition, % at 10 µM. 200,000 compounds, 9% hits. AID 1063;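 note: promastigotes grown with compound for 44 hours at 28 °C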
RAM network inh: yeast RAM network inhibition; inhibition, % at 50 µM; 190,000 compounds, 1.8% hits; S. cerevisiae dse1pr::URA3 reporter, 5-FOA growth OD615, 2 d; analog-sensitive cbk1-as2 kinase mutant strain;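 active = inhibition above a set limit, 3 SD over mean compound inhibition, cut at about 8.4% in these data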;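 note: 0% = DMSO-only wells with no growth and 100% = 10 µM 1-NA-PP1 full growth; inhibition rescues growth on 5-FOA so higher OD means more RAM inhibition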
Hsp70 activator: transcriptional activators of Hsp70; HeLa Hsp70 promoter luciferase reporter, luminescence; scaled: vehicle 0, proteasome-inhibitor control 100%; AID 1203; activation, % at 10 µM; 200,000 compounds, 0.04% hits;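 active = activation above the mean across all tested compounds plus 3 SD, cutoff set per campaign, cut at about 5.5% in these data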;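 note: 100% = MG132 at 30 µM as the positive control and 0% = DMSO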
Diaph act CS: counter-screen for diaphorase-based assays: diaphorase activators and chemical reducers | activation factor at 20 µM | 190,000 compounds, 0.005% hits | Diaphorase/resazurin coupled assay, resorufin fluorescence, 16 min; active compounds read high; 1 = vehicle wells, 0 = NADH-free wells;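 active = diaphorase activity raised at least twofold by the compound at 20 µM; inactive = activation factor below 2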
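Material: Clostridium kluyveri diaphorase, purified enzyme; Quantity: enzyme 0.07 U/mL final; Medium: HEPES pH 7.4 buffer with MgCl2 and Tween 20; Dosing: single compound dose of 20 µM, 1% DMSO final; Schedule: 16 min reaction at room temperature; Measured by: red resorufin fluorescence at 544/590 nm excitation/emission.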
G6PDH CS: inhibits Leuconostoc G6PDH, flagging false hits in G6PDH-based assays | Purified L. mesenteroides G6PDH, diaphorase/resazurin coupled fluorescence, 45 min | inhibition, % at 5 µM | 200,000 compounds, 0.12% hits | AID 1020
Diaphorase inh: counter-screen for diaphorase-based assays: diaphorase inhibitors and chemical oxidizers. 190,000 compounds, 0.69% hits. AID 1217. diaphorase resazurin-to-resorufin fluorescence, NADH, 16 min; bacterial (C. kluyveri) enzyme, not human. inhibition, % at 20 µM;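 active = primary screen inhibition at 20 µM above a set limit, cut at about 50% in these data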;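 note: plate controls were DMSO with full reaction for no effect and wells lacking NADH for full effect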
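Test system: diaphorase enzyme from Clostridium kluyveri; amount: diaphorase at 0.14 U/mL in enzyme working solution; detection: fluorescence of resorufin formed from resazurin, Ex 544/Em 590 nm; times: reaction incubation of 16 min at room temperature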
S1P3 antagonist: antagonists of human S1P3 receptor; CHO S1P3 NFAT-BLA reporter, FRET fluorescence, antagonist mode; inhibition, % at 4.98 µM; 170,000 compounds, 0.27% hits;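 active = inhibition above the plate cutoff, the mean inhibition of test wells on that plate plus 3 SD, cut at about 28% in these data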;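 note: cells challenged with S1P at its EC80 of 0.8 µM; blue over green emission ratio from cleaved BLA substrate after 4 h stimulation; 0% = S1P-stimulated wells and 100% = unstimulated DMSO-only wells; some compounds past the cut are filed as inactive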
Target sequence (Q99500 whole entry, looked up): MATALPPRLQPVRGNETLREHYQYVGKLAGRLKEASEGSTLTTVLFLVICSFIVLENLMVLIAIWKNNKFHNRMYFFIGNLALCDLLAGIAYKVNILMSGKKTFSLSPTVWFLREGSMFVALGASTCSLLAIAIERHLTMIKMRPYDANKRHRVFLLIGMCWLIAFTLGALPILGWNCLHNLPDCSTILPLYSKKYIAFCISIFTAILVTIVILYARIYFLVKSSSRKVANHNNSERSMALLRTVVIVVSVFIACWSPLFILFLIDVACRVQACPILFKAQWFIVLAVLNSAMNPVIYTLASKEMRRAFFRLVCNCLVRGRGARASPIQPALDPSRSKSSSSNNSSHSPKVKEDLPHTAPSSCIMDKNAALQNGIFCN
Redox H2O2 prof: compounds producing H2O2 with reducing agent – biochemical, NIH compound library profiling, artefact control for MLSCN library redox annotation, primary screen; DTT-dependent redox cycling H2O2, phenol red/HRP absorbance; 100% = 100 µM peroxide control, 0% = buffer; activation, % at 10 µM; 200,000 compounds, 0.03% hits;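 active = activation of at least 50% relative to the plate's high and low controls in the primary single-dose screen; inactive = activation below 50%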;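 note: compound incubated with DTT at 0.8 mM final as the reducing agent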
TLR4-MyD88 BLA: blocks binding of human TLR4 to MyD88; AID 861; 200,000 compounds, 0.18% hits; inhibition, % at 8.4 µM; HeLa CL3-4 TLR4/MyD88 BLA complementation, FRET ratio; in the data active = inhibition above about 25%;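 note: 0% = vehicle and 100% = reference inhibitor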
Numbers without * were called inactive; . = not tested or not shown. Cut-off read from the data, not from the text of the source, unless noted: active = inhibition above about 50%; inactive = the rest. No enrichment for hits; overall some 12% were active at least once.

SMILES	PMI act hi M6P	PMI act	L major viab	RAM network inh	Hsp70 activator	Diaph act CS	G6PDH CS	Diaphorase inh	S1P3 antagonist	Redox H2O2 prof	TLR4-MyD88 BLA
CC1CCN(c2ccc(C(=O)NCc3ccc4c(c3)OCO4)cc2[N+](=O)[O-])CC1	0.9	0.8	2	7.1	-0.1	0.8	-10	19	3	1.6	-4
O=C1CC(c2ccc(S(=O)(=O)NC3CC3)cc2)CN1 (stereo not drawn)	1	1	-1	0.8	0.2	0.9	-2	8	22	-1.1	-8
CC(C)(C)NS(=O)(=O)c1cc(C(=O)O)ccc1Cl	1.1	1.2	-6	2.6	-0.1	0.9	3	11	-15	-0.2	1
Cc1ccc(C(OCC(C)(C)C[N+](C)(C)C)c2ccccc2)cc1 (stereo not drawn)	1.2	1	100*	2.4	-0.2	1.1	3	-10	-17	-0.7	3
CC1=CCC2C(=O)N(Cc3ccccc3)C(=O)C2C1 (stereo not drawn)	1	1.1	-6	0.9	-0.4	1	5	-3	.	-0.1	6
COc1ccc(-c2nnc(NC(=O)C(C)C)s2)c(OC)c1	0.9	0.9	-2	5.9	0.2	0.8	7	20	-51	-0.8	-2
COc1ccc(NC(=O)c2ccccc2O)c(OC)c1	1.1	1	10	-1.6	0.0	1.1	0	-9	.	0.2	-10
O=[N+]([O-])c1nn(-c2ccc3c(c2)OCCO3)n(O)c1=NC1CCCC1	1	1	18	3.1	0.0	0.9	14	9	.	-0.2	0
Cn1c(-c2ccc(C(=O)c3ccccc3)s2)nc2ccccc21	.	.	-1	.	0.2	.	.	.	60*	1.9	15
COc1ccc(-c2nnc(SCC(=O)Nc3cc(C)on3)n2C)cc1OC	0.9	0.9	-4	0.1	-0.3	1	-10	4	-21	2.4	11
O=C(CCCN1C(=O)/C(=C/c2cccs2)SC1=S)Nc1ccc(O)c(C(=O)O)c1	1.2	1	-10	3.3	0.1	0.5	13	48	4	-1.0	-10
CN(C)C(=O)CSc1nnc([C@H](Cc2c[nH]c3ccccc23)NC(=O)OC(C)(C)C)o1	0.9	1	.	1.6	.	0.9	8	11	-23	.	.
COc1ccc(C)cc1NC(=O)c1nnn(Cc2cc(C)ccc2C)c1N	1	1	4	2.2	0.0	0.9	8	11	31	-0.6	-11
COc1ccc(-c2nc3ccccc3o2)cc1NC(=O)c1ccc(Br)o1	0.9	0.9	6	4.4	0.1	0.9	7	10	37	-0.2	4
CCOc1ccc(C(=O)NCC(=O)OC2CCOC2=O)cc1OCC (stereo not drawn)	1	0.9	-2	0.7	-0.3	0.9	15	11	.	0.0	4
O=C(CNCCO)NC12CC3CC(CC(C3)C1)C2	1.1	1.1	-7	-0.8	-0.4	0.9	5	12	-12	1.9	2
COc1cc(C2C3=C(CC(C)(C)CC3=O)OC3=C2C(=O)CC(C)(C)C3)cc([N+](=O)[O-])c1O	1	1	0	2.1	-0.2	0.9	15	14	-15	-0.6	12
O=C(N/N=C/c1ccc(O)cc1)c1ccc(NC(=O)c2ccccc2Br)cc1	1.1	1.1	36	2.3	0.0	1	3	-3	.	1.3	8
Cn1cc(CN2CCCC(C(=O)c3nccn3C)C2)c(-c2cccc(Cl)c2)n1 (stereo not drawn)	1	0.9	5	-0.7	-0.1	0.9	6	6	6	-0.9	-1
Cc1ccccc1OCC(=O)OCC(=O)Nc1ccc(N2CCOCC2)cc1	1	1.1	-2	0.8	-0.1	1.2	10	-18	2	-2.1	-20
O=C(O)C1CCC(CNCc2ccccc2Cl)CC1 (stereo not drawn)	0.9	0.9	-11	0.0	-0.2	1	-8	0	-2	0.2	-5
CCN=C1SC(CC(=O)Nc2ccc(N3CCOCC3)cc2)C(=O)N1CC (stereo not drawn)	1	1	-6	-0.4	-0.1	0.8	3	15	-50	0.1	2
O=C(COC(=O)CNC(=O)c1ccccc1Cl)Nc1ncc(C(F)(F)F)cc1Cl	1.1	1	41	0.5	-0.2	0.9	9	7	-18	0.1	-13
CCOC(=O)c1ccc(-n2c(C)nc3ccccc3c2=O)cc1	1	1.1	-2	-0.7	-0.1	1.1	2	-6	-20	2.8	-5
CC(=O)NC1C(Oc2ccccc2C)OC2COC(c3ccco3)OC2C1O (stereo not drawn)	1	0.9	2	0.3	-0.4	0.9	21	7	-23	0.6	-4
Cc1nnnn1-c1ccc(CC(=O)O)cc1	0.9	0.9	-3	1.1	-0.2	0.9	11	7	4	-0.8	10
Cc1ccc(Nc2ncccc2C(N)=O)cc1[N+](=O)[O-]	1	1	-6	1.5	0.3	0.9	-3	11	6	0.1	-12
COc1ccc(C2(CNC(=O)c3ccccc3[N+](=O)[O-])CCOCC2)cc1	0.9	1	0	1.4	-0.1	0.9	20	12	6	0.0	-5
COC(=O)c1nc(NC(=O)C(C)C)n[nH]1	1.1	1.1	-6	-0.3	-0.3	1	7	1	-11	-3.6	9
CC(C)NC(=S)N/N=C/c1sc(N2CCCCC2)nc1-c1cccs1	0.6	0.8	17	1.2	-0.2	0.8	8	16	-16	0.1	-14
O=C(NCCCn1ccnc1)C(=O)c1cn(CC(=O)N2CCCCCC2)c2ccccc12	1	1	11	2.2	-0.1	1.1	16	-8	5	-0.4	0
CCOC(=O)c1c(-c2cccc(C)c2)csc1NC(=O)C1CC=CCC1C(=O)O (stereo not drawn)	0.9	0.8	-5	2.1	-0.1	0.8	11	20	.	0.0	0
Cc1ccc2nc(C)cc(C(=O)Nc3nccs3)c2c1	1	1.1	5	0.8	-0.1	1	1	-1	-14	-1.1	0
CCC/C(=N\NC(=O)c1cccc(C)c1)c1ccccc1	1.1	1.1	-6	0.0	0.0	1	-1	-3	4	-0.2	1
COc1cc(C)nc(SCC(N)=O)n1	1	0.9	-5	0.6	-0.1	0.9	-6	8	-8	-2.7	4
O=C(NCc1ccco1)/C(=C/c1ccc(C(F)(F)F)cc1)c1nc2ccccc2[nH]1	1.5	1.6	84*	3.4	0.1	1	1	-3	-1	.	4
Oc1c(Cl)cc(Cl)cc1/C=N/Nc1ncc(Br)cn1	1.2	1.2	96*	3.0	-0.4	1	9	-1	-2	0.9	2
Cc1cccc(N2CCN(C(=O)n3ccnc3)CC2)c1C	1	1	35	0.3	0.0	0.9	10	12	-9	1.4	-7
COC(=O)c1ccccc1NC(=O)Cc1nc(-c2ccccc2)sc1-c1ccc(C)cc1	0.9	0.9	10	5.0	-0.4	0.8	-25	20	-2	0.5	2
CC(C)(C)NC(=O)CN(C(=O)c1ccc(CN2CCOCC2)o1)c1ccc2c(c1)OCCO2	1	1	-7	1.5	-0.1	0.9	-2	12	-1	1.9	-5
COc1ccc(-n2nnnc2SCc2nc3ccccc3s2)cc1	1	0.9	0	4.5	0.2	0.8	3	24	.	0.3	2
CCN(CC)CCCN1C(=O)C(O)=C(C(=O)c2ccc(C)o2)C1c1ccc(C)o1 (stereo not drawn)	0.8	0.9	0	-1.6	-0.3	0.9	12	14	-33	0.4	8
Cc1cc(N2CCOCC2)n2ncc(-c3ccccc3)c2n1	1	1	-2	1.7	-0.1	1	1	0	.	-0.5	-10
C=C(C)CSc1nc(N)c(C#N)c(-c2ccc(C)cc2)c1C#N	1.2	1	0	2.1	-0.5	0.9	6	12	25	9.3	0
O=C(Nc1ccccc1OC(F)F)c1cc2c(s1)CCC2	1	1	0	3.6	-0.3	0.9	12	7	13	0.8	-6
O=C(Cn1cnc2ccccc21)N1CCc2ccccc21	1	0.9	-2	2.2	0.4	0.9	18	15	0	-0.6	-15
C=CCOc1c(CNc2ncn[nH]2)cccc1OC	1	1	-5	-0.3	-0.2	1.1	4	-8	.	-0.3	-5
CC1CN(C(=S)NC(=O)c2ccco2)CC(C)O1 (stereo not drawn)	0.9	0.8	-7	0.8	0.4	0.9	6	9	2	-0.2	-5
CCOC(=O)CC(=O)CSc1nc2c(sc(=S)n2-c2ccc(OCC)cc2)c(=O)[nH]1	1.2	1.1	-5	8.7*	0.0	0.4	-4	60*	-20	0.2	15
Cc1c(CCO)c(=O)n(C)n1C(=O)c1ccc(F)cc1	1	0.9	-2	0.0	0.3	0.9	3	6	.	0.9	7
CCCC(=O)Nc1sc2c(c1C#N)CCCC2	0.9	0.8	11	2.2	0.0	0.8	-14	24	.	1.6	-4
O=c1c2cc(-c3ccccc3)sc2ncn1-n1cccc1	1.1	1.1	-3	2.9	0.6	1.1	-9	-9	.	0.1	4
CC(OC(=O)CCc1nc2ccccc2[nH]c1=O)C(=O)c1ccccc1 (stereo not drawn)	1.1	1	-6	-1.1	-0.5	0.9	-2	8	.	0.2	-3
CC(NS(=O)(=O)/C=C/c1ccccc1)c1ccccc1 (stereo not drawn)	0.9	1	1	-0.2	0.3	0.9	0	11	-9	-2.2	0
COc1ccc(OC)c(NC(=O)CCN2CCN(c3ccccc3)CC2)c1	1	0.9	-6	0.5	0.1	0.9	9	13	-4	-0.2	-6
CCOc1cc(/C=C/C(=O)c2ccc(O)cc2)ccc1OCC(=O)N(C)C	1	1	28	0.6	-0.1	0.9	-20	7	-12	-0.2	-4
O=C(Cn1c(=O)sc2ccccc21)N1CCOCC1	0.9	0.9	-1	1.6	-0.2	0.8	3	16	-13	-1.1	10
O=C1CC(c2ccccc2)Sc2nc(-c3ccccc3)c(-c3ccccc3)n21 (stereo not drawn)	1.1	1.1	-13	5.3	-0.5	0.9	-12	12	-5	0.7	5
COc1ccc(Cc2noc(CN3CCCN(C4Cc5ccccc5C4)CC3)n2)cc1OC	0.9	0.9	20	2.4	0.1	0.9	3	5	7	-1.0	-19
C=CCNC(=O)COC(=O)CNC(=O)c1cc(Cl)cc([N+](=O)[O-])c1	1	1.1	7	-0.1	-0.1	0.9	6	10	-5	-0.3	-6

Profiles as entered above. Order of screens: PMI act hi M6P | PMI act | L major viab | RAM network inh | Hsp70 activator | Diaph act CS | G6PDH CS | Diaphorase inh | S1P3 antagonist | Redox H2O2 prof | TLR4-MyD88 BLA
C=CCOc1c(CNc2ncn[nH]2)cccc1OC as listed: 1 | 1 | -5 | -0.3 | -0.2 | 1.1 | 4 | -8 | . | -0.3 | -5
O=C(O)C1CCC(CNCc2ccccc2Cl)CC1 (stereo not drawn) as listed: 0.9 | 0.9 | -11 | 0.0 | -0.2 | 1 | -8 | 0 | -2 | 0.2 | -5
